# RNase H inhibition: RNase H inhibition, HIV 1 Gag Pol polyprotein, FRET biochemical assay, screening (AID 372). HIV-1 RT RNase H, FRET RNA/DNA substrate fluorescence; higher % means a stronger effect. inhibition, % at 10 µM, or IC50 in µM where a hit was titrated. hit rate 0.77% among 100,000; in the data active means inhibition above about 50%
# * hit, by the source's call.
SMILES	RNase H inhibition
O=C(Nc1ccccc1C(=O)O)c1ccc(N2C(=O)c3cccc([N+](=O)[O-])c3C2=O)cc1	0%
COc1ccc(C(=O)CCNc2ccccc2)cc1	1%
CCOC(=O)c1c(NC(=O)CCc2ccccc2)sc(C(=O)Nc2ccccc2OC)c1C	5%
CCOC(=O)C1=C(C(=O)OCC)SC(=C2C(=S)C(C)(C)N(C(=O)CC)c3ccc(OCC)cc32)S1	6%
Cc1ccc(C(=O)O)cc1N=Cc1c(C)[nH]n(-c2ccccc2)c1=O	0%
Cc1ccc(C(=O)NCC(C)C)c(Cl)c1	10%
CC(C)c1ccccc1NC(=O)c1cccc([N+](=O)[O-])c1	0%
Cc1cc(=O)[nH]c(SCC(=O)N2CCCCC2)n1	8%
C/C(=C\Br)C(=O)OCCOc1ccccc1	0%
CCCCCCOc1ccccc1/C=C1/N=C(c2ccccc2)OC1=O	3%
CCOC(=O)c1ccc(NC(=O)/C=C/c2ccccc2)cc1	16%
CCN(CC)S(=O)(=O)c1cccc(C(=O)Nc2nnc(COc3ccc(Cl)cc3)s2)c1	15%
O=C(CSc1nc2sc3c(c2c(=O)[nH]1)CCCC3)NCCCn1ccnc1	0%
CC1CCCN(S(=O)(=O)c2ccc(F)cc2)C1 (stereo not drawn)	0%
COc1ccc(C(=O)c2coc3cc(C)ccc3c2=O)cc1	0%
CCOC(=O)c1cccc(P(=O)(C(C)C)C(C)C)c1	4%
CC1(C(=O)Nc2ccccc2Cl)CC2c3ccccc3C1c1ccccc12 (stereo not drawn)	14%
COc1ccccc1NC1=C(Cl)C(=O)N(c2ccc(C)cc2C)C1=O	1%
CCOC(=O)C1=C(C)N=c2s/c(=C\c3cccc(OC)c3)c(=O)n2C1c1ccc(OC)c(OC)c1 (stereo not drawn)	0%
O=c1oc2ccc3ccccc3c2cc1-c1csc(-c2cc3ccccc3oc2=O)n1	10%
COc1cc(C=O)ccc1OCCCOc1cc(C)cc(C)c1	14%
Cc1ccc(-c2csc(/C(C#N)=C/c3sccc3C)n2)c(C)c1	24%
CCc1ccc(/C=N/n2cnnc2)cc1	0%
O=C1S/C(=C/c2ccc3c(c2)OCO3)C(=O)N1CN1CCCCC1	6%
C=CCCCC(=O)Nc1ccccc1C	5%
CC(=O)c1cccc(NC(=O)/C(=C\c2cccs2)NC(=O)c2cccs2)c1	6%
O=C(/C=C/c1ccccc1Cl)NCCN1CCOCC1	4%
O=C(Nc1ccccc1)O/N=C/c1c(F)cccc1Cl	12%
Cc1[nH]n(-c2ccccc2)c(=O)c1/C=N/Nc1ccccn1	3%
O=[N+]([O-])c1cccc(/C=N/N2CCN(c3ccccn3)CC2)c1	23%
COc1cccc(/C=N/NC(=O)c2ccc(=O)n(C)c2)c1OC	0%
CC(NC(=O)c1cc2nc(-c3ccco3)cc(C(F)(F)F)n2n1)C1CC2CCC1C2 (stereo not drawn)	11%
COc1ccccc1N1CCN(C(=O)c2cc([N+](=O)[O-])ccc2Cl)CC1	0%
O=C(COc1ccccc1Br)Nc1ccc(Cl)c(Cl)c1	20%
CCOc1ccc(-c2cc(C(=O)NN)c3ccccc3n2)cc1	5%
Cc1cccc(NC(=O)C(=O)NNC(=O)COc2ccc(Cl)cc2)c1	0%
COc1ccc(NC2=C(Cl)C(=O)N(c3cccc(C)c3C)C2=O)cc1	10%
CCCn1c(=O)c(C(=O)NNC(=O)c2ccc(Br)cc2)c(O)c2ccccc21	7%
Cc1ccc(S(=O)(=O)N(CC(=O)Nc2ccc(Cl)cc2C)c2ccc(Cl)cc2C)cc1	9%
CCOC(=O)C1=C(O)CSC1=Nc1cccc(Cl)c1	2%
COc1cccc(Nc2nc(-c3ccc(S(=O)(=O)N4CCOCC4)cc3)cs2)c1	13%
COC(=O)c1ccc(C2C(C(=O)OC(C)C)=C(C)N=C3SCCC(=O)N32)cc1 (stereo not drawn)	20%
CC(C)c1ccc(NC(=O)c2cccc(F)c2)cc1	0%
O=C(NCc1ccc2c(c1)OCO2)c1ccc(S(=O)(=O)N2CCCCCC2)cc1	4%
Cc1ccc(C(C)C)c(OCC(=O)Nc2ccc(I)cc2Cl)c1	4%
O=C(COc1ccccc1[N+](=O)[O-])Nc1ccc(I)cc1Cl	1%
O=C(c1ccccc1)N1CCN(Cc2ccccc2Br)CC1	7%
O=c1[nH]nc(-c2ccccc2)c2cc3c(-c4ccccc4)n[nH]c(=O)c3cc12	0%
C=CCn1c(/C=C/c2ccccc2)nc2ccccc21	4%
O=C(Nc1nnc(Cc2ccccc2)s1)Nc1ccc(Cl)cc1Cl	46%

# Remaining list, next part.
SMILES	RNase H inhibition
CC(=O)N1c2ccccc2N(Cc2ccc(Cl)c(Cl)c2)C(=O)C1(C)C	11%
CN1CCN(C(=O)/C=C/c2ccc3c(c2)OCO3)CC1	1%
CCOc1cc(C2C(C(=O)OC3CCCC3)=C(C)NC3=C2C(=O)CC(c2ccc(Cl)cc2)C3)ccc1O (stereo not drawn)	9%
CC(C)c1ccc(OCCN2CCCC2)cc1	0%
COc1ccc(/C=N/NC(=O)c2cc(-c3ccc(Cl)cc3)n[nH]2)cc1	14%
COC(=O)c1ccc(NC(=S)NC(=O)c2ccc(C)c(C)c2)cc1	11%
COc1ccccc1N1CCN(/N=C\c2ccccc2)CC1	15%
Cc1cc2c(cc1C)NC(c1ccsc1)C1=C(CC(C)(C)CC1=O)N2 (stereo not drawn)	7%
CC1CN=C(NC(=S)Nc2ccccc2)S1 (stereo not drawn)	16%
COc1ccccc1N1C(=O)S/C(=C\c2ccccc2Cl)C1=O	15%

# Random excerpt: 2 records from the list
SMILES	RNase H inhibition
CCOC(=O)C1=C(O)CSC1=Nc1cccc(Cl)c1	2%
O=C1S/C(=C/c2ccc3c(c2)OCO3)C(=O)N1CN1CCCCC1	6%

# Next section:
SMILES	RNase H inhibition
CCCN(CCC)c1ccc(/C=N/NC(=O)c2ccc(F)cc2)cc1	35%
CSc1ccc(/C=C2\C(=O)NC(=S)N(c3cccc(Cl)c3Cl)C2=O)cc1	10%
C=C(C)CSc1nc(N)c2c3c(sc2n1)COC(C)(CC)C3 (stereo not drawn)	0%
c1ccc(C(Sc2nc3ccccc3[nH]2)c2ccccc2)cc1	14%
O=C(/C=C/c1cccc2ccccc12)N1CCN(CCN2C(=O)c3cccc4cccc(c34)C2=O)CC1	8%
Cc1cccc(N2C(=O)NC(=O)/C(=C\c3ccc(OCC(=O)O)c(Cl)c3)C2=O)c1C	32%
Cc1ccc(-n2nc3ccc(NC(=O)COc4ccccc4[N+](=O)[O-])cc3n2)cc1Cl	6%
CCOC(=O)c1ccc(NC(=S)NCc2ccc3c(c2)OCO3)cc1	15%
COc1ccc(-c2cc(-c3ccccc3)nc(N3CCCCC3)n2)cc1OC	6%
CCCCCOP(=O)(c1ccccc1)c1ccccc1	7%

# Copied from the list.
# Under RNase H inhibition, c1ccc(C(Sc2nc3ccccc3[nH]2)c2ccccc2)cc1 is entered as 14%
# Under RNase H inhibition, CCCN(CCC)c1ccc(/C=N/NC(=O)c2ccc(F)cc2)cc1 is entered as 35%
# Under RNase H inhibition, Cc1ccc(-n2nc3ccc(NC(=O)COc4ccccc4[N+](=O)[O-])cc3n2)cc1Cl is entered as 6%
# Under RNase H inhibition, CCCCCOP(=O)(c1ccccc1)c1ccccc1 is entered as 7%
# Under RNase H inhibition, Cc1cccc(N2C(=O)NC(=O)/C(=C\c3ccc(OCC(=O)O)c(Cl)c3)C2=O)c1C is entered as 32%
# Under RNase H inhibition, CCOC(=O)c1ccc(NC(=S)NCc2ccc3c(c2)OCO3)cc1 is entered as 15%

# Two entries from above, field by field.
> COc1ccc(C(=O)c2coc3cc(C)ccc3c2=O)cc1
  RNase H inhibition = 0%
> CCOC(=O)c1cccc(P(=O)(C(C)C)C(C)C)c1
  RNase H inhibition = 4%

# Remaining list, next part.
SMILES	RNase H inhibition
O=[N+]([O-])c1ccc(N2N=C(c3ccccc3)CC2c2ccccc2O)cc1 (stereo not drawn)	43%
Cc1ccc(NC(=O)COc2ccc(Cl)cc2C)c(Br)c1	1%
Cc1nnc(N/N=C/c2cccc(F)c2)[nH]c1=O	5%
Cn1c(=O)c(N2CCCCC2)c2c3c(cccc31)C(=O)c1ccccc1-2	0%
COc1ccc(/C=C2\C(=O)NC(=O)N(c3cccc(Br)c3)C2=O)c(C)c1	4%
COc1ccc(NC(=O)C(=O)N/N=C/c2ccc(Cl)cc2Cl)cc1	0%
CCCC(=O)NC(=S)Nc1cccc(C(C)=O)c1	22%
COc1ccccc1C(=O)NC(=S)Nc1ccc2nn(-c3cccc4ccccc34)nc2c1	21%
CCOc1ccc(N/C(=N\S(=O)(=O)c2ccc(NC(C)=O)cc2)Nc2nc(C)cc(C)n2)cc1	3%
CCOc1cc(OCC)cc(C(=O)Nc2cc(C)ccc2C)c1	1%
COc1cccc(CN2CCN(S(=O)(=O)c3ccc(Cl)cc3)CC2)c1	8%
Cc1ccccc1OCC(=O)Nc1cccc(NC(=O)c2ccco2)c1	36%
CC1(C)CC(C)(c2ccc([N+](=O)[O-])cc2)c2cc([N+](=O)[O-])ccc21 (stereo not drawn)	18%
CCOC(=O)c1c(NC(=O)C(C)(C)C)sc2c1CCC2	6%
NC(=O)c1ccc(N=Cc2ccccc2OCc2ccccc2)cc1	0%
COc1ccccc1C/C(N)=N/OC(=O)Cc1ccc(Cl)cc1	22%
COc1ccc(-c2cc(C(F)(F)F)n3nc(C(=O)Nc4ccc(OC)cc4OC)cc3n2)cc1	7%
Cc1onc(-c2ccccc2Cl)c1C(=O)Nc1ccccc1C(N)=O	5%
CCN=C(Nc1ccc2c(c1)OCO2)SC1CC(=O)N(c2ccc(Br)cc2)C1=O (stereo not drawn)	3%
Oc1ccc(Cl)cc1/C=N/c1c(-c2ccco2)nc2cc(Cl)ccn12	9%
Fc1ccccc1N1CCN(Cc2cccs2)CC1	0%
CCOc1ccc(C(=O)Nc2ccccc2OC)cc1[N+](=O)[O-]	0%
O=C(Nc1c[nH]c(=O)[nH]c1=O)c1ccccc1F	0%
CCOc1ccccc1C(=O)Nc1sc(C)c(C)c1C#N	15%
CCOC(=O)c1c(NC(=O)/C=C\C(=O)O)sc(C(=O)Nc2ccccc2)c1C	14%
Brc1cccc(C=NN2CCN(c3ccccn3)CC2)c1	17%
COc1ccc(-c2cc(C(=O)Oc3ccccc3)c3ccccc3n2)cc1	25%
CCOC(=O)C1=C(C)NC2=C(C(=O)CCC2)C1c1ccc(O)c([N+](=O)[O-])c1 (stereo not drawn)	10%
COc1cc(C=O)ccc1OCCCCOc1ccc(Br)cc1Cl	25%
O=C1CC(c2ccc(C3CC(=O)n4c(nc5ccccc54)S3)cc2)Sc2nc3ccccc3n21 (stereo not drawn)	0%
O=C(NCCN1CCOCC1)c1cccc(Br)c1	13%
Cc1ccc(C(=O)Nc2ccc(F)cc2F)cc1	8%
COc1cc(/C=C2/SC(=S)N(CC(=O)Nc3ccc(F)c(Cl)c3)C2=O)cc(OC)c1OC	0%
Cc1cc(C(=O)Nc2cccc3ccccc23)co1	3%
CC(C)CCNC(=O)c1ccccc1C(=O)NCCC(C)C	6%
Cc1cc([N+](=O)[O-])ccc1-c1ccc(/C=C(\C#N)C(=O)Nc2ccccc2)o1	17%
O=Cc1cn(CCOc2ccc(Cl)cc2)c2ccccc12	1%
Cc1ccc(-c2nc3cc(NC(=S)NC(=O)c4ccccc4F)ccc3o2)cc1	20%
O=C1S/C(=C/c2ccccc2F)C(=O)N1CNc1ccc(I)cc1	57%*
Cc1ccc(COc2ccc(C=O)cc2Br)cc1	26%

# Another view of some results above:
O=Cc1cn(CCOc2ccc(Cl)cc2)c2ccccc12
- RNase H inhibition = 1%

Cc1ccc(-c2nc3cc(NC(=S)NC(=O)c4ccccc4F)ccc3o2)cc1
- RNase H inhibition = 20%

# The listing continues:
SMILES	RNase H inhibition
Cc1sc(NC(=O)c2ccc([N+](=O)[O-])cc2Cl)nc1-c1ccccc1	8%
CC[n+]1c(/C=C/N(C)C)sc2ccccc21	6%
CCCCCc1ccc(/C(C)=N/Nc2cc(-n3cc(C)cn3)ncn2)cc1	7%
COc1ccc(OC)c(/C=C(\NC(=O)c2ccccc2)C(=O)N/N=C/c2cc(OC)c(OC)cc2OC)c1	15%
CC(C)(C)NC(=O)CSc1nc2ccccc2s1	3%
O=C1NC(=O)N(c2ccc(Cl)cc2Cl)C(=O)/C1=C/c1cccn1-c1ccccc1	39%
O=c1cc(C(F)(F)F)c2ccc(OCc3ccc([N+](=O)[O-])cc3)cc2o1	12%
O=C1NC(=S)NC(=O)C1=Cc1cccc(OCc2ccc(Br)cc2)c1	9%
CCOc1ccc(C(=O)c2cc([N+](=O)[O-])ccc2N2CCOCC2)cc1	14%
Cc1cc2c(cc1C)-c1nnc(-c3cccs3)n1C(C)(C)C2	5%
Cc1cc(OCC(O)CN2CCC(C)CC2)cc(C)c1Cl (stereo not drawn)	13%
CCOc1cc(C2C(C(=O)OCCSCC)=C(C)NC3=C2C(=O)CC(C)(C)C3)ccc1OC(C)=O (stereo not drawn)	5%
COc1ccc(C(=O)NCCc2ccc(F)cc2)cc1OC	6%
O=C(NCc1ccco1)c1ccccc1N(Cc1ccccc1)S(=O)(=O)c1ccccc1	13%
COc1ccc(-c2noc(-c3ccc(C)cc3)n2)cc1	5%
C/C(=N\Nc1nc(-c2ccccc2)cc(-c2ccccc2)n1)c1c(F)c(F)c(F)c(F)c1F	25%
CCN(Cc1ccccc1)C(=O)c1ccccc1Cl	0%
CC1=CC(C)C2(COC3(CCCC3)OC2)C(C)C1 (stereo not drawn)	4%
O=C(Nc1ccc2nn(-c3ccc(Cl)cc3)nc2c1)c1ccc2c(c1)OCCO2	18%

# High-throughput results: PubChem, MTDP

# Only part of the results is shown. The share of hits here may be higher or lower than overall.
